Source: PubChem
Apaf-1 inh = blocks human Apaf-1 apoptosome activity. AID 489030. actives 0.71% (n = 330,000). reconstituted apoptosome caspase-3 activity, DEVD-Rh110 fluorescence. inhibition, % at 20 µM. O14727; active means inhibition of at least 40% at 20 µM;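 further: plate controls were DMSO wells for no effect and DEVD-CHO caspase inhibitor wells for full effect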
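Assay system: Apoptosome proteins | Medium: pH 7.5 Hepes buffer with CHAPS, BSA, DTT | Also added: Cytochrome c and DEVD-Rh110 substrate | Times: 30 min plus 50 min, RT | Detection: Rhodamine 110 fluorescence at Ex 480/Em 540 nm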
SENP6 inh = inhibitors of human SENP6 protease; inhibition, % at 10 µM; Recombinant SENP6 catalytic domain, aminoluciferin luminescence; actives 1.8% (n = 330,000); Q9GZR1;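 active means inhibition above about 50% at the single tested dose, limit read from the data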;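 further: plate controls were DMSO wells with enzyme for no effect and DMSO wells lacking enzyme for full effect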
Target sequence (Q9GZR1 628-1112 limits assumed): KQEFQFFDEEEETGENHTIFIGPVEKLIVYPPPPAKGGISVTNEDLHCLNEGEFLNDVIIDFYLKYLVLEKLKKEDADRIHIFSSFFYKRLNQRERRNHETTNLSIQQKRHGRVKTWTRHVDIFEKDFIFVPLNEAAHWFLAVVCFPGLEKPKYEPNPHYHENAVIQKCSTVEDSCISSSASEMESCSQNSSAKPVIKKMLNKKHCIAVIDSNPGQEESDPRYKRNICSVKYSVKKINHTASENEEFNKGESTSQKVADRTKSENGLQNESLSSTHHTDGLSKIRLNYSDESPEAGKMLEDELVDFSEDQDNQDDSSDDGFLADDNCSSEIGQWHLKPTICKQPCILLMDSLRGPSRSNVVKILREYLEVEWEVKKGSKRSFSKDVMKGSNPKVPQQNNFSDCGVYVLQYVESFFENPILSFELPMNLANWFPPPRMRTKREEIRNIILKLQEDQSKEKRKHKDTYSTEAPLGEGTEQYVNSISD
SENP8 block-1 = blocks the human protease SENP8; Q96LD8; inhibition, % at 10 µM; actives 1.2% (n = 330,000); purified SENP8, Z-RLRGG-aminoluciferin cleavage, luminescence; AID 2540; in the data active means inhibition above about 50%
Target sequence (Q96LD8 whole entry, looked up): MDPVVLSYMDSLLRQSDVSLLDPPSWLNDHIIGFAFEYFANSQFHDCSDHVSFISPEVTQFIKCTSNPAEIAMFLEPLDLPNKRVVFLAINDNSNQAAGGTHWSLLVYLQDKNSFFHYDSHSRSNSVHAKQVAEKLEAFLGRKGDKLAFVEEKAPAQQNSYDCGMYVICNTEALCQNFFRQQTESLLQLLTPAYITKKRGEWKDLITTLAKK
PfG6PD inh = PfG6PD (Plasmodium falciparum) enzyme inhibition; inhibition, % at 20 µM; PfGluPho enzyme, NADPH resazurin-diaphorase fluorescence; AID 504690; actives 0.78% (n = 350,000);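 active means inhibition reaching at least a set limit at 20 µM in the primary screen, cut at about 59% in these data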;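 further: 0% = DMSO wells with substrate and 100% = DMSO wells lacking glucose-6-phosphate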
HKDC1 inh = inhibitors of human hexokinase HKDC1 | Q2TB90 | recombinant HKDC1, G6PDH/diaphorase resazurin coupled fluorescence | inhibition, % at 20 µM | actives 0.16% (n = 340,000);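 active means inhibition above about 35% when tested at 20 µM, limit read from the data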;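 further: plate controls were DMSO wells with enzyme for no effect and DMSO wells lacking enzyme for full effect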
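test system = in-house recombinant HK5 (HKDC1) enzyme | amount = HKDC1 at 5 µg/mL | control set = DMSO-enzyme wells negative, buffer-substituted wells positive | compound = one dose of 20 µM, 1% DMSO | schedule = reaction time 90 min, room temperature, protected from light | technique = resorufin fluorescence at 613 nm | reagent = glucose with 1 mM ATP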
SENP8 block-2 = inhibitors of human SENP8 protease | recombinant SENP8, Nedd8 substrate fluorescence | inhibition, % at 20 µM | actives 0.64% (n = 360,000) | AID 602440; in the data active means inhibition mostly above about 40%, no sharp cut-off; inactive means mostly below about 27%
SENP7 inh = SENP7 protease inhibition; Q9BQF6; recombinant SENP7, Z-RLRGG-aminoluciferin luminescence, 40 min; inhibition, % at 5 µM; actives 1.5% (n = 330,000);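 active means inhibition above about 50% at the single test dose, limit read from the data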;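 further: plate controls were DMSO with enzyme for no effect and no enzyme buffer wells for full effect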
Target sequence (Q9BQF6 706-1050 limits assumed): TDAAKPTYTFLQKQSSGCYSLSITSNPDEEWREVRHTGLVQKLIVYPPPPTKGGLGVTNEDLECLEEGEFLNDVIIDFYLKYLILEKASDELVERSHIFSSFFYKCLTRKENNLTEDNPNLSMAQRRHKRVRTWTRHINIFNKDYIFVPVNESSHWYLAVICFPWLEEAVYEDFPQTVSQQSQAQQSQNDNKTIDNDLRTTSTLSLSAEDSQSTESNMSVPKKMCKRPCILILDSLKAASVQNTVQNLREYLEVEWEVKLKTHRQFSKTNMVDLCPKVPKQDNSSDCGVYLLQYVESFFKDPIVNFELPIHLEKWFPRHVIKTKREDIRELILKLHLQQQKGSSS
SENP1 inh = inhibitors of human SENP1 SUMO protease catalytic domain. Q9P0U3. recombinant SENP1 catalytic domain, CyPet-SUMO1-YPet FRET cleavage. inhibition, % at 10 µM. actives 0.21% (n = 360,000). AID 624204;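 active means inhibition at least 30% at 10 µM, raw YFP signal under a set limit, fluorescence ratio 0.5 to 1.5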;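 further: 0% = enzyme with DMSO and 100% = no enzyme wells; some results filed as inactive read as strong as hits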
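system = hSENP1 catalytic domain, recombinant | reagent = SFCypet-SUMO1-SFYpet substrate at 25 nM | doses = one dose per compound, 10 µM, 0.5% DMSO | incubation = enzyme reaction for 50 min at room temperature, dark | measured by = FRET, CFP and YFP emission | controls = no-enzyme low, enzyme-DMSO high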
* = called active by the depositor. Compounds were not picked by outcome, and some 3.6% of all compounds hit somewhere here.

O=C(NC1(Cc2ccccc2)CCN(Cc2ccc(-c3ccccc3)cc2)C1=O)c1ccccc1 (stereo not drawn) was read as Apaf-1 inh 28, SENP6 inh -17, SENP8 block-1 -7, PfG6PD inh 14, HKDC1 inh -2, SENP8 block-2 15, SENP7 inh -5 and SENP1 inh 3.
Screening CC(C)(C)c1ccc(-c2cnco2)cc1 returned Apaf-1 inh 8, SENP6 inh -1, SENP8 block-1 -5, PfG6PD inh -13, HKDC1 inh 2, SENP8 block-2 13, SENP7 inh 0 and SENP1 inh -1.
Cc1cccc(C)c1NC(=O)CN(C)C(=O)Cc1cccc(C(F)(F)F)c1 was read as Apaf-1 inh 8, SENP6 inh -9, SENP8 block-1 1, PfG6PD inh -1, HKDC1 inh 4, SENP8 block-2 10, SENP7 inh 1 and SENP1 inh -2.
c1ccc(COC2CCCN(Cc3nc(-c4cnccn4)no3)C2)nc1 (stereo not drawn) was read as Apaf-1 inh -13, SENP6 inh -9, SENP8 block-1 -3, PfG6PD inh 3, HKDC1 inh 15, SENP8 block-2 0, SENP7 inh -3 and SENP1 inh 1.
For COC(=O)CSc1nc(N)c(C#N)c(-c2ccco2)c1C#N the results were Apaf-1 inh 13, SENP6 inh 15, SENP8 block-1 -2, PfG6PD inh -8, HKDC1 inh 2, SENP8 block-2 -252, SENP7 inh 2 and SENP1 inh -10.
`Cc1cccc(OCC(=O)NNC(=O)C2CCCCC2C(=O)O)c1` (stereo not drawn) gave Apaf-1 inh -8, SENP6 inh -7, SENP8 block-1 -10, PfG6PD inh 10, HKDC1 inh -11, SENP8 block-2 18, SENP7 inh 0 and SENP1 inh 2.
Screening Cc1ccccc1S(=O)(=O)NC1OC(=O)C(Cl)=C1Cl (stereo not drawn) returned Apaf-1 inh -34, SENP6 inh -7, SENP8 block-1 -3, PfG6PD inh 1, HKDC1 inh 7, SENP8 block-2 1, SENP7 inh 3 and SENP1 inh 0.
`CCOc1ccc2nc(SCC(=O)N3CCN(C(=O)c4ccco4)CC3)sc2c1` gave Apaf-1 inh -1, SENP6 inh -3, SENP8 block-1 5, PfG6PD inh 4, HKDC1 inh -4, SENP8 block-2 23, SENP7 inh 5 and SENP1 inh 2.
CN1C(CC(=O)Nc2ccc(Br)cc2)c2ccccc2CC1(C)C (stereo not drawn) was read as Apaf-1 inh -2, SENP6 inh 5, SENP8 block-1 2, PfG6PD inh 1, HKDC1 inh -4, SENP8 block-2 6, SENP7 inh 7 and SENP1 inh 1.
`NN=C(NN=Cc1ccccc1)c1ccccc1` gave PfG6PD inh -6, HKDC1 inh 5, SENP8 block-2 49* and SENP1 inh 3.
CC(=O)C[C@H](O)CC(=O)[C@H]1OC(=O)CCCCCCc2ccccc21 was read as Apaf-1 inh -4, SENP6 inh 0, SENP8 block-1 -12, PfG6PD inh 4, HKDC1 inh -5, SENP8 block-2 10, SENP7 inh -3 and SENP1 inh 0.
`CCCCOC(=O)Nc1ccc(S(=O)(=O)Nc2ccc([N+](=O)[O-])cc2)cc1` gave Apaf-1 inh 8, SENP6 inh -6, SENP8 block-1 1, PfG6PD inh -45, HKDC1 inh 14, SENP8 block-2 21, SENP7 inh 4 and SENP1 inh -13.

The closing 3 records of the section above lead into the next.
`NN=C(NN=Cc1ccccc1)c1ccccc1` gave PfG6PD inh -6, HKDC1 inh 5, SENP8 block-2 49* and SENP1 inh 3.
CC(=O)C[C@H](O)CC(=O)[C@H]1OC(=O)CCCCCCc2ccccc21 was read as Apaf-1 inh -4, SENP6 inh 0, SENP8 block-1 -12, PfG6PD inh 4, HKDC1 inh -5, SENP8 block-2 10, SENP7 inh -3 and SENP1 inh 0.
`CCCCOC(=O)Nc1ccc(S(=O)(=O)Nc2ccc([N+](=O)[O-])cc2)cc1` gave Apaf-1 inh 8, SENP6 inh -6, SENP8 block-1 1, PfG6PD inh -45, HKDC1 inh 14, SENP8 block-2 21, SENP7 inh 4 and SENP1 inh -13.
O=C(NCc1ccco1)c1ccc(COc2ccc(Cl)cc2)cc1 was read as Apaf-1 inh 5, SENP6 inh -11, SENP8 block-1 3, PfG6PD inh -11, HKDC1 inh -7, SENP8 block-2 25, SENP7 inh 0 and SENP1 inh 0.
`CN(C(=O)CSc1n[nH]c(N)n1)C1CCCCC1` gave Apaf-1 inh 1, SENP6 inh -2, SENP8 block-1 6, PfG6PD inh 12, HKDC1 inh 5, SENP8 block-2 4, SENP7 inh 4 and SENP1 inh 0.
Screening CC1/C(=N/O)CC(c2ccco2)NC1c1ccco1 (stereo not drawn) returned Apaf-1 inh -5, SENP6 inh 0, SENP8 block-1 -5, PfG6PD inh -11, HKDC1 inh -7, SENP8 block-2 9, SENP7 inh -1 and SENP1 inh -2.
For CC(Sc1nnc(-c2ccncc2)n1-c1ccc(F)cc1)C(=O)NC1CC1 (stereo not drawn) the results were Apaf-1 inh -7, SENP6 inh 1, SENP8 block-1 -3, PfG6PD inh -21, HKDC1 inh 3, SENP8 block-2 23, SENP7 inh -9 and SENP1 inh 1.
For CCOC(=O)c1ccc(NC(=O)CSc2nnc(CCc3ccc(C)o3)n2-c2ccccc2)cc1 the results were Apaf-1 inh 12, SENP6 inh 1, SENP8 block-1 5, PfG6PD inh 15, HKDC1 inh -1, SENP8 block-2 25, SENP7 inh 6 and SENP1 inh 0.
For O=C(Cc1ccccc1)Nc1ccc(NC(=S)NC(=O)c2ccccc2)cc1 the results were Apaf-1 inh -4, SENP6 inh -13, SENP8 block-1 2, PfG6PD inh 13, HKDC1 inh -4, SENP8 block-2 12, SENP7 inh -16 and SENP1 inh 3.
Screening CCCCOc1ccc(OCCSc2nc3ccccc3n2CC(=O)O)cc1 returned Apaf-1 inh 4, SENP6 inh 0, SENP8 block-1 -18, PfG6PD inh -18, HKDC1 inh -4, SENP8 block-2 21, SENP7 inh 13 and SENP1 inh 2.
For Cc1ccc(/C=C2\SC(=S)N(CCC(=O)NNC(=O)c3ccc(O)cc3)C2=O)cc1 the results were Apaf-1 inh -63, SENP6 inh 3, SENP8 block-1 -8, PfG6PD inh -8, HKDC1 inh 3, SENP8 block-2 23, SENP7 inh -4 and SENP1 inh 1.
Screening C/C(=N\NC(=O)c1cccnc1)c1cc(C)oc1C returned Apaf-1 inh 0, SENP6 inh 2, SENP8 block-1 -1, PfG6PD inh -10, HKDC1 inh -1, SENP8 block-2 17, SENP7 inh 5 and SENP1 inh 4.
Screening C=CCN1CN(Cc2ccco2)CNC1=S returned Apaf-1 inh -3, SENP6 inh -9, SENP8 block-1 -3, PfG6PD inh -10, HKDC1 inh -17, SENP8 block-2 21, SENP7 inh -11 and SENP1 inh -1.
O=[N+]([O-])c1ncccc1OCc1ccccc1Br was read as Apaf-1 inh 3, SENP6 inh -12, SENP8 block-1 -2, PfG6PD inh -4, HKDC1 inh 4, SENP8 block-2 10, SENP7 inh 7 and SENP1 inh -6.
Screening Cc1ccc(CC(NC(=O)c2ccccc2)C(=O)NC(CC(C)C)C(=O)O)cc1 (stereo not drawn) returned Apaf-1 inh 24, SENP6 inh -9, SENP8 block-1 11, PfG6PD inh -26, HKDC1 inh 15, SENP8 block-2 6, SENP7 inh 5 and SENP1 inh 0.
`CCOc1ccccc1NC(=O)N1CCC(C(=O)c2ccc(F)cc2)CC1` gave Apaf-1 inh 8, SENP6 inh -6, SENP8 block-1 -2, PfG6PD inh -9, HKDC1 inh 1, SENP8 block-2 18, SENP7 inh 2 and SENP1 inh -2.
Screening COc1ccc(/C=C/c2nnc(NC(=O)c3ccco3)s2)cc1 returned Apaf-1 inh 4, SENP6 inh -3, SENP8 block-1 0, PfG6PD inh -1, HKDC1 inh 3, SENP8 block-2 -424, SENP7 inh -5 and SENP1 inh -100.
For CCc1cccc2c(=O)c(C(=O)N3CCOCC3)c[nH]c12 the results were Apaf-1 inh 3, SENP6 inh -1, SENP8 block-1 -1, PfG6PD inh -3, HKDC1 inh -5, SENP8 block-2 26, SENP7 inh -3 and SENP1 inh 2.
COc1ccc(/C=C2\SC(=S)N(CCCC(=O)N3CCOCC3)C2=O)cc1OC was read as Apaf-1 inh 6, SENP6 inh -8, SENP8 block-1 -11, PfG6PD inh -4, HKDC1 inh -1, SENP8 block-2 28, SENP7 inh -5 and SENP1 inh -21.
O=C(N=C1SC2CS(=O)(=O)CC2N1c1ccc(OC(F)(F)F)cc1)C1CC1 (stereo not drawn) was read as Apaf-1 inh 6, SENP6 inh 3, SENP8 block-1 5, PfG6PD inh -6, HKDC1 inh 1, SENP8 block-2 9, SENP7 inh -2 and SENP1 inh 19.
Screening CCOc1ccc(CCNC(=O)c2cn(C)c3ccc(S(=O)(=O)N4CCOCC4)cc3c2=O)cc1OCC returned Apaf-1 inh 12, SENP6 inh 10, SENP8 block-1 2, PfG6PD inh -3, HKDC1 inh 9, SENP8 block-2 7, SENP7 inh 1 and SENP1 inh 2.
CC(=O)n1cc([C@@H]2C=C(C(=O)Nc3ccccc3)O[C@H](OCCCCO)C2)c2ccccc21 was read as Apaf-1 inh -2, SENP6 inh -7, SENP8 block-1 4, PfG6PD inh -3, HKDC1 inh -5, SENP8 block-2 -17, SENP7 inh 5 and SENP1 inh -8.
CN(C)S(=O)(=O)c1cccc(C(=O)OCC(=O)c2c(N)n(C)c(=O)n(C)c2=O)c1 was read as Apaf-1 inh -17, SENP6 inh 16, SENP8 block-1 2, PfG6PD inh 4, HKDC1 inh -2, SENP8 block-2 24, SENP7 inh 4 and SENP1 inh 0.
`Cc1ccc(/C=N/NC(=O)C2CCN(Cc3ccc(F)cc3Cl)CC2)o1` gave Apaf-1 inh 5, SENP6 inh -3, SENP8 block-1 3, PfG6PD inh 16, HKDC1 inh -7, SENP8 block-2 18, SENP7 inh 3 and SENP1 inh -2.
For CCN(CC)S(=O)(=O)c1ccc(N2CCCC2)c(NC(=O)Cc2c(F)cccc2Cl)c1 the results were Apaf-1 inh 14, SENP6 inh -6, SENP8 block-1 -1, PfG6PD inh -9, HKDC1 inh -8, SENP8 block-2 -3, SENP7 inh 8 and SENP1 inh 0.
`O=C(Nc1ccc(Cl)cc1)NC1CCCCNC1=O` (stereo not drawn) gave Apaf-1 inh -5, SENP6 inh -15, SENP8 block-1 -13, PfG6PD inh 3, HKDC1 inh -5, SENP8 block-2 27, SENP7 inh -3 and SENP1 inh 3.
`Cc1ccccc1-n1c(SCC(=O)c2c(N)n(C)c(=O)n(C)c2=O)nc2sc3c(c2c1=O)CCCC3` gave Apaf-1 inh 12, SENP6 inh -19, SENP8 block-1 1, PfG6PD inh -6, HKDC1 inh 0, SENP8 block-2 17, SENP7 inh 7 and SENP1 inh 2.
`Cc1[nH]c2ccccc2c1C(=O)CN1CCSCC1` gave Apaf-1 inh 4, SENP6 inh -4, SENP8 block-1 -9, PfG6PD inh 5, HKDC1 inh -7, SENP8 block-2 37, SENP7 inh -2 and SENP1 inh 0.
C/C(Cn1nc([N+](=O)[O-])cc1C)=N\NC(=O)COc1ccc(Cl)cc1Cl was read as Apaf-1 inh -1, SENP6 inh 8, SENP8 block-1 -2, PfG6PD inh 4, HKDC1 inh 11, SENP8 block-2 9, SENP7 inh -7 and SENP1 inh 2.
